# Assay outcomes: PubChem BioAssay, Broad Institute
# NSD2 block: blocks human NSD2 histone methyltransferase activity; O96028; NSD2-SET H3K36me1 DELFIA fluorescence, biochemical; inhibition, % at 12.5 µM; 0.07% of 44,000 active; AID 624260; in the data active = inhibition above about 54%, passing the limit was not always enough; inconclusive = no clear call, values can overlap the other calls;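 also: inhibitors reduce the monomethyl H3K36 fluorescence signal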
# Target sequence (O96028 whole entry, looked up): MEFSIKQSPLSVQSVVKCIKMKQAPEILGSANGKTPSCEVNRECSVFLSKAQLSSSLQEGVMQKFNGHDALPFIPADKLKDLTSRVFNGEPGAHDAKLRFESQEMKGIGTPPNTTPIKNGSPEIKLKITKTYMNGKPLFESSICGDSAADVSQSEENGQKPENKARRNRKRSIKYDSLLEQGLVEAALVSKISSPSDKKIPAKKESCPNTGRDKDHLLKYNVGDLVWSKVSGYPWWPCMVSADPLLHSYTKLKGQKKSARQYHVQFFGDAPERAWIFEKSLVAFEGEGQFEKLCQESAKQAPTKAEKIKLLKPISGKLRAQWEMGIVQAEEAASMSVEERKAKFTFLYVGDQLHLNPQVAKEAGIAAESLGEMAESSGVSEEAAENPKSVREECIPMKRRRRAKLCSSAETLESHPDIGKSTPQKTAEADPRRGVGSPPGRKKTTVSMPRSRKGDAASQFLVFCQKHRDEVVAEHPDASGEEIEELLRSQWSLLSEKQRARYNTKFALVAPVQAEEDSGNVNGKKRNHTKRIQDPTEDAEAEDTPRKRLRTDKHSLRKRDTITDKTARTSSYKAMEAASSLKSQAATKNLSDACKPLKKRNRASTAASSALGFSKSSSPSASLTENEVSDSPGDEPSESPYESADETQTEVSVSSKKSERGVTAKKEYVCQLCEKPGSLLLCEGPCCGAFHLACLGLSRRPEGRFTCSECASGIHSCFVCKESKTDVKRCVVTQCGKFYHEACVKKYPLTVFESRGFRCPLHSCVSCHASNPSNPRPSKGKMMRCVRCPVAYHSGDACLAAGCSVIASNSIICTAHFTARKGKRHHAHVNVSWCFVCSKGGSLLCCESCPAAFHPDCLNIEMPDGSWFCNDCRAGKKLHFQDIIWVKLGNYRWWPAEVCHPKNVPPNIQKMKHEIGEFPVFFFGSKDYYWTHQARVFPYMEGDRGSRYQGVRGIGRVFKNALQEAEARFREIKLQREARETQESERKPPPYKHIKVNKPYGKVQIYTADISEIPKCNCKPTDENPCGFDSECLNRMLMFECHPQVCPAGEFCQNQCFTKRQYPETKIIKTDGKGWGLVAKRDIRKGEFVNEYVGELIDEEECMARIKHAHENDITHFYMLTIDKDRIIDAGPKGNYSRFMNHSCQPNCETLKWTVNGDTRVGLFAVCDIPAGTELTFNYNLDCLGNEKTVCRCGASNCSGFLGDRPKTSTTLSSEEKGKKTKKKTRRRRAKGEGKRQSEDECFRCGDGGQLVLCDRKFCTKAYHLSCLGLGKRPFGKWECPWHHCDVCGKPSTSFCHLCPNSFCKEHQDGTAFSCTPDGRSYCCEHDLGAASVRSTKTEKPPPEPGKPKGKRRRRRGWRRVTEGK
# Active calls of the source: *; ? = inconclusive.
NSD2 block,Structure
-4.1,C[C@H](CO)N1C[C@H](C)[C@H](CN(C)C(=O)Nc2ccc(F)cc2)Oc2ncc(-c3cccc(F)c3)cc2C1=O
8.4,COc1ccc(S(=O)(=O)Nc2ccc3c(c2)C(=O)N([C@H](C)CO)C[C@@H](C)[C@@H](CN(C)C(=O)Nc2cccc4ccccc24)O3)cc1
2.2,C[C@H]1CN([C@@H](C)CO)C(=O)c2cc(-c3cncnc3)cnc2O[C@H]1CN(C)Cc1ccc(Oc2ccccc2)cc1
-2.5,CCCC#Cc1ccc2c(c1)O[C@H](CN(C)C(=O)c1cnccn1)[C@H](C)CN([C@@H](C)CO)S2(=O)=O
-6.9,COc1ccc(NC(=O)Nc2cccc3c2O[C@@H](CN(C)C(=O)Nc2ccc(OC)cc2)[C@@H](C)CN([C@H](C)CO)C3=O)cc1
6.0,C[C@@H]1CN([C@@H](C)CO)C(=O)c2cc(-c3ccc(C#N)cc3)cnc2O[C@@H]1CN(C)Cc1cncnc1
0.0,C[C@H]1CN([C@@H](C)CO)C(=O)Cc2cc(NC(=O)Cn3cnnn3)ccc2O[C@@H]1CN(C)Cc1ccc(C(=O)Nc2ccccc2N)cc1
-0.5,COc1ccc(S(=O)(=O)N(C)C[C@@H]2Oc3ccc(NC(=O)Nc4ccc(C(F)(F)F)cc4)cc3CC(=O)N([C@H](C)CO)C[C@@H]2C)cc1
-4.7,C[C@@H]1CN([C@@H](C)CO)C(=O)Cc2cc(NS(=O)(=O)c3cn(C)cn3)ccc2O[C@@H]1CN(C)Cc1ccc(C(=O)Nc2ccccc2N)cc1
22.1,CN1CCN(C(=O)C[C@@H]2C[C@@H]3c4cc(NC(=O)Nc5ccc(F)cc5)ccc4O[C@@H]3[C@@H](CO)O2)CC1
4.6,CC(C)NC(=O)Nc1ccc2c(c1)C(=O)N([C@H](C)CO)C[C@H](C)[C@H](CN(C)Cc1ccc(C(=O)O)cc1)O2
-1.4,C[C@H]1CN([C@@H](C)CO)C(=O)c2cccc(N(C)C)c2O[C@@H]1CN(C)C(=O)Nc1ccc(C(F)(F)F)cc1
-4.4,C[C@@H]1CN([C@@H](C)CO)S(=O)(=O)c2ccc(C#CCN(C)C)cc2O[C@H]1CN(C)Cc1ccccc1
-26.3,O=C1O[C@H](c2ccccc2)[C@H](c2ccccc2)N2[C@H]1[C@@H](C(=O)N1CCN(c3ncccn3)CC1)[C@]1(C(=O)Nc3ccc(C#CC4=CCCCC4)cc31)[C@H]2c1ccccc1OCCO
-1.9,C[C@@H]1CN([C@H](C)CO)C(=O)c2cc(N(C)C)ccc2O[C@@H]1CN(C)C(=O)NC1CCCCC1
7.2,CS(=O)(=O)Nc1ccc2c(c1)[C@@H]1C[C@@H](CC(=O)NCC3CC3)O[C@@H](CO)[C@@H]1O2
-4.2,C[C@H](CO)N1C[C@H](C)[C@H](CN(C)C(=O)C2CC2)Oc2cc(-c3cccc(F)c3)ccc2S1(=O)=O
-2.4,COc1cccc(NC(=O)N(C)C[C@H]2Oc3cc(C#Cc4ccc(F)cc4)ccc3S(=O)(=O)N([C@H](C)CO)C[C@H]2C)c1
-1.7,C[C@@H]1CCCCO[C@@H](CN(C)C(=O)Nc2ccccc2)[C@@H](C)CN([C@@H](C)CO)C(=O)c2cc(NC(=O)CCC(F)(F)F)ccc2O1
-29.6,C[C@H]1CN([C@@H](C)CO)C(=O)c2cc(NC(=O)CCC(F)(F)F)ccc2O[C@@H]1CN(C)C(=O)Nc1cccc2ccccc12
-1.0,CCOC(=O)c1oc2c(C)c(O)ccc2c(=O)c1-c1nncn1-c1ccccc1
1.3,C[C@H]1CN([C@@H](C)CO)C(=O)Cc2cc(NC(=O)CCC(F)(F)F)ccc2O[C@@H]1CN(C)CC1CC1
6.4,COc1ccc(NC(=O)Nc2ccc3c(c2)C(=O)N([C@@H](C)CO)C[C@@H](C)[C@H](CN(C)S(=O)(=O)c2cn(C)cn2)OCCCC[C@H](C)O3)cc1
-5.6,C[C@@H]1CN([C@@H](C)CO)S(=O)(=O)c2ccc(C#CC3CC3)cc2O[C@@H]1CN(C)Cc1ccc(F)cc1
1.9,C[C@@H]1CN([C@@H](C)CO)C(=O)c2cc(C#CC(C)(C)O)cnc2O[C@@H]1CN(C)C(=O)CN(C)C
11.9,COc1ccccc1C#Cc1ccc2c(c1)O[C@@H](CN(C)Cc1ccncc1)[C@H](C)CN([C@@H](C)CO)S2(=O)=O
-2.6,O=C(C[C@H]1C[C@H]2c3cc(NC(=O)Cc4ccncc4)ccc3O[C@H]2[C@H](CO)O1)NCc1ccc(-c2ccccc2)cc1
-5.2,C[C@@H]1CN([C@@H](C)CO)C(=O)c2cc(NC(=O)Cc3cn(C)c4ccccc34)ccc2O[C@@H]1CN(C)Cc1ccc(Cl)c(Cl)c1
4.4,COc1ccc(C2OC(c3ccc(S(=O)(=O)N4CCCCC4)cc3)=NN2C(C)=O)cc1 (stereo not given)
-4.4,C[C@H]1CN([C@@H](C)CO)C(=O)Cc2cc(NC(=O)Nc3cccc4ccccc34)ccc2O[C@@H]1CN(C)Cc1ccc(Cl)c(Cl)c1

# Copied from the list.
# Reading of COc1ccc(C2OC(c3ccc(S(=O)(=O)N4CCCCC4)cc3)=NN2C(C)=O)cc1 (stereo not given) in NSD2 block: 4.4
# Reading of COc1ccc(S(=O)(=O)N(C)C[C@@H]2Oc3ccc(NC(=O)Nc4ccc(C(F)(F)F)cc4)cc3CC(=O)N([C@H](C)CO)C[C@@H]2C)cc1 in NSD2 block: -0.5
# Reading of C[C@H]1CN([C@@H](C)CO)C(=O)Cc2cc(NC(=O)Nc3cccc4ccccc34)ccc2O[C@@H]1CN(C)Cc1ccc(Cl)c(Cl)c1 in NSD2 block: -4.4
# Reading of C[C@H]1CN([C@@H](C)CO)C(=O)c2cc(-c3cncnc3)cnc2O[C@H]1CN(C)Cc1ccc(Oc2ccccc2)cc1 in NSD2 block: 2.2
# Reading of C[C@@H]1CN([C@@H](C)CO)S(=O)(=O)c2ccc(C#CCN(C)C)cc2O[C@H]1CN(C)Cc1ccccc1 in NSD2 block: -4.4

# (further entries)
NSD2 block,Structure
0.6,CNC[C@@H]1OCCCC[C@H](C)Oc2ccc(NC(=O)Cc3ccccc3)cc2C(=O)N([C@@H](C)CO)C[C@H]1C
-2.9,CC(C)NC(=O)N(C)C[C@H]1Oc2c(NC(=O)CCCCCC(=O)Nc3ccccc3N)cccc2C(=O)N([C@H](C)CO)C[C@H]1C
3.5,C[C@H]1CN([C@@H](C)CO)C(=O)c2cc(NC(=O)Nc3ccc(C(F)(F)F)cc3)ccc2O[C@H]1CN(C)Cc1ccncc1
-1.5,C[C@@H]1CN([C@@H](C)CO)S(=O)(=O)c2ccc(C#CCN(C)C)cc2O[C@H]1CN(C)Cc1ccc(F)cc1
0.7,C[C@@H]1CCCCO[C@H](CN(C)Cc2ccccc2)[C@@H](C)CN([C@@H](C)CO)C(=O)c2cc(NC(=O)Nc3cccc4ccccc34)ccc2O1
1.9,COc1ccc(S(=O)(=O)Nc2cccc3c2O[C@@H](CN(C)Cc2ccncc2)[C@@H](C)CN([C@@H](C)CO)C3=O)cc1
-1.3,CCCN(C)C[C@H]1Oc2cc(C#CC3CCCC3)ccc2S(=O)(=O)N([C@H](C)CO)C[C@@H]1C
8.9,CN1CCN(C(=O)C[C@@H]2C[C@H]3c4cc(NC(=O)CC5CC5)ccc4O[C@H]3[C@H](CO)O2)CC1
2.4,C[C@H](CO)N1C[C@H](C)[C@@H](CN(C)C(=O)C2CC2)Oc2ncc(C#Cc3ccccc3)cc2C1=O
1.7,CNC[C@H]1Oc2c(NC(=O)C3CCCCC3)cccc2C(=O)N([C@H](C)CO)C[C@@H]1C
4.2,CC(CCCCC(=O)Nc1ccc(C(F)(F)F)cc1)NCCc1cnc[nH]1 (stereo not given)
1.4,CC(C)NC(=O)N(C)C[C@H]1Oc2ccc(NS(=O)(=O)c3cn(C)cn3)cc2CC(=O)N([C@@H](C)CO)C[C@@H]1C
?,CCC(=O)N(C)C[C@H]1Oc2cc(C#CCC3CCCC3)ccc2S(=O)(=O)N([C@@H](C)CO)C[C@H]1C
-1.5,C[C@H](CO)N1C[C@H](C)[C@@H](CN(C)C(=O)Nc2cccc(C(F)(F)F)c2)OCc2cn(nn2)CCCC1=O
-121.4,C[C@H](O)C#Cc1ccc2c(c1)O[C@@H](CN(C)Cc1ccc(-c3ccccc3)cc1)[C@H](C)CN([C@H](C)CO)S2(=O)=O
2.2,C[C@@H]1CN([C@H](C)CO)C(=O)c2cc(C#Cc3ccncc3)cnc2O[C@@H]1CN(C)C(=O)c1ccccc1F
-6.5,C[C@H](CO)N1C[C@H](C)[C@@H](CN(C)Cc2ccc(C(F)(F)F)cc2)Oc2c(NC(=O)Nc3ccccc3)cccc2C1=O
2.9,C[C@H](CO)N1C[C@H](C)[C@@H](CN(C)Cc2ccc(C(=O)O)cc2)OCCCC[C@H](C)Oc2ccc(NS(=O)(=O)c3ccccc3)cc2C1=O
-2.7,COCC(=O)N(C)C[C@H]1Oc2ncc(/C=C/c3ccccc3)cc2C(=O)N([C@H](C)CO)C[C@@H]1C
24.2,C[C@@H]1CCCCO[C@H](CN(C)C)[C@H](C)CN([C@H](C)CO)C(=O)c2cc(NC(=O)Nc3ccc(C(F)(F)F)cc3)ccc2O1
1.7,C[C@@H]1CCCCO[C@@H](CN(C)C)[C@@H](C)CN([C@H](C)CO)C(=O)c2cc(NC(=O)CCCCCC(=O)Nc3ccccc3N)ccc2O1
0.0,C[C@H](NC(=O)N(C)C[C@H]1OCc2ccccc2-c2ccccc2C(=O)N([C@@H](C)CO)C[C@H]1C)c1ccccc1
-8.0,Cc1noc(C)c1S(=O)(=O)Nc1ccc2c(c1)CC(=O)N([C@H](C)CO)C[C@@H](C)[C@@H](CN(C)Cc1ccc(-c3ccccc3)cc1)O2
-5.6,COCC(=O)N(C)C[C@H]1Oc2ncc(C#CCC3CCCC3)cc2C(=O)N([C@@H](C)CO)C[C@H]1C
1.2,CCO[C@@H]1OC(C(=O)NCc2nc3ccccc3[nH]2)=C[C@H](C)[C@H]1CCCO
2.2,CC(C)NC(=O)N(C)C[C@@H]1Oc2c(NS(=O)(=O)c3ccc(F)cc3)cccc2C(=O)N([C@H](C)CO)C[C@H]1C
0.0,C[C@H]1CN([C@@H](C)CO)C(=O)Cc2cc(NC(=O)C3CC3)ccc2O[C@H]1CN(C)S(=O)(=O)c1ccc(Cl)cc1
2.1,COC1=CC(=O)O[C@@H](CCc2ccccc2)[C@@H]1O
-0.8,C[C@H](CO)N1C[C@H](C)[C@@H](CN(C)CC2CC2)Oc2cc(-c3ccccc3)ccc2S1(=O)=O
-5.1,COc1ccc(CN(C)C[C@H]2Oc3ccc(NC(=O)Nc4ccc(C(F)(F)F)cc4)cc3C(=O)N([C@@H](C)CO)C[C@@H]2C)cc1
-3.8,Cc1ccc(S(=O)(=O)Nc2ccc3c(c2)C(=O)N([C@@H](C)CO)C[C@H](C)[C@@H](CN(C)Cc2ccncc2)O3)cc1
5.5,CCCC(O)C#Cc1cnc2c(c1)C(=O)N([C@H](C)CO)C[C@H](C)[C@H](CN(C)C)O2 (stereo not given in full)
10.8,Oc1ccc([C@@H]2Oc3cc(O)cc(O)c3C[C@@H]2O)cc1
-2.2,C[C@@H]1CN([C@@H](C)CO)C(=O)c2cc(NC(=O)CCCCCC(=O)Nc3ccccc3N)ccc2O[C@H]1CN(C)S(=O)(=O)c1cn(C)cn1
-0.9,CCCC#Cc1ccc2c(c1)O[C@@H](CN(C)C(C)=O)[C@H](C)CN([C@H](C)CO)S2(=O)=O
0.7,COc1ccc(-c2cnc3c(c2)C(=O)N([C@@H](C)CO)C[C@@H](C)[C@@H](CN(C)C(=O)Cc2ccccn2)O3)cc1
-2.4,C[C@@H]1CN([C@@H](C)CO)C(=O)c2cc(NC(=O)Cc3cn(C)c4ccccc34)ccc2O[C@@H]1CN(C)S(=O)(=O)c1cn(C)cn1
4.5,COc1ccc(S(=O)(=O)N(C)C[C@H]2Oc3ccc(NS(=O)(=O)c4cccs4)cc3C(=O)N([C@H](C)CO)C[C@H]2C)cc1
2.8,C[C@H](CO)N1C[C@H](C)[C@H](CN(C)C)Oc2cc(C#CCC3CCCC3)ccc2S1(=O)=O
1.3,CCCCCS(=O)(=O)CCCCCCCCCCn1c(-c2ccc(O)cc2)c(C)c2cc(O)ccc21
-1.3,COCC#Cc1cnc2c(c1)C(=O)N([C@@H](C)CO)C[C@H](C)[C@H](CN(C)C(C)=O)O2
2.1,Cc1noc(C)c1NC(=O)Nc1ccc2c(c1)C(=O)N([C@@H](C)CO)C[C@@H](C)[C@H](CN(C)C(=O)c1ccccc1)OCCCC[C@@H](C)O2
-0.6,C[C@H](CO)N1C[C@H](C)[C@H](CN(C)C(=O)Nc2ccccc2F)OCc2cn(nn2)CCCC1=O
-2.7,C/C=C/c1cnc2c(c1)C(=O)N([C@@H](C)CO)C[C@H](C)[C@@H](CN(C)C(=O)c1cccc(F)c1)O2
0.2,COCC(=O)Nc1ccc2c(c1)[C@H]1C[C@H](CC(=O)NCc3ccc4c(c3)OCO4)O[C@H](CO)[C@H]1O2
2.2,C[C@H]1CN([C@@H](C)CO)C(=O)c2cc(NC(=O)CCCCCC(=O)Nc3ccccc3N)ccc2O[C@@H]1CN(C)C(=O)Nc1ccc2c(c1)OCO2
4.2,CCCc1nnc2n1N=C(c1ccc(Br)cc1)CS2
3.0,O=C(C[C@H]1C[C@@H]2c3cc(NC(=O)NC4CCCC4)ccc3O[C@@H]2[C@@H](CO)O1)NCc1ccc2c(c1)OCO2
-3.3,C[C@H]1C=C(C(=O)Nc2ccccc2)O[C@@H](OCCCCO)C1
-11.4,C[C@@H]1CN([C@@H](C)CO)S(=O)(=O)c2ccc(/C=C/c3ccccc3)cc2O[C@@H]1CN(C)C(=O)Nc1cccc(F)c1
10.5,Cc1noc(C)c1NC(=O)N(C)C[C@H]1Oc2ccc(NC(=O)Nc3cccc4ccccc34)cc2CC(=O)N([C@H](C)CO)C[C@@H]1C

# Arranged by the number under NSD2 block (lowest first): 3 from the list above.
canonical_smiles | NSD2 block
C[C@@H]1CN([C@@H](C)CO)S(=O)(=O)c2ccc(/C=C/c3ccccc3)cc2O[C@@H]1CN(C)C(=O)Nc1cccc(F)c1 | -11.4
C[C@H]1C=C(C(=O)Nc2ccccc2)O[C@@H](OCCCCO)C1 | -3.3
Cc1noc(C)c1NC(=O)N(C)C[C@H]1Oc2ccc(NC(=O)Nc3cccc4ccccc34)cc2CC(=O)N([C@H](C)CO)C[C@@H]1C | 10.5

# These rows are one share of the data; the hit share may differ from the screen's.
